FAS TE block – inhibitors of human fatty acid synthase thioesterase domain | hit rate 0.67% among 360,000 | inhibition, % at 15 µM | AID 602261 | P49327 | recombinant FAS-TE, OMFH fluorogenic substrate, fluorescence endpoint;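 active = compounds whose normalised, plate-corrected inhibition of enzyme fluorescence in the single-dose primary screen is 50% or more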;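 also: 0% = DMSO with enzyme and 100% = substrate without enzyme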
eLon inh – E. coli protease La inhibition | purified E. coli Lon protease, fluorescence polarization | inhibition, % at 7.94 µM | hit rate 0.42% among 360,000 | P0A9M0; in the data active = inhibition above about 13%, passing the limit was not always enough;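 also: 0% = enzyme with probe and DMSO and 100% = no enzyme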
bovine MsrA act – activates bovine MsrA enzyme | purified bovine MsrA, absorbance read-out | activation, % at 10.6 µM | hit rate 0.3% among 360,000; in the data active = activation above about 7.5%;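 also: 0% = vehicle and 100% = reference activator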
CSN deneddyl inh – blocks human CSN-mediated cullin deneddylation; hit rate 0.38% among 360,000; AID 651999; Purified CSN, SCF-Nedd8-OG deneddylation, fluorescence polarization; inhibition, % at 12.5 µM;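 active = pattern-corrected inhibition above about 35%, with an unprinted fluorescence ratio check between 0.5 and 1.5, limit read from the data, passing the limit was not always enough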;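 also: 0% = enzyme with substrate and 100% = substrate without enzyme; some results filed as inactive read as strong as hits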
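Schedule: reaction 90 min, room temperature / Assay system: HEK293T-derived human Csn5 enzyme / Input: Csn5 at 0.24 nM final / Measure: inhibition of Csn5 cleavage, % / Control set: substrate-only high control, full reaction low control / Technique: fluorescence polarization of the substrate / Buffer or medium: Tris/NaCl/DTT buffer, pH 7.5 / Reagent: SCFSkp2-Nedd8OG substrate at 10 nM final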
Rin1-Abl PPI inh – human Rin1-Abl interaction inhibition | P00519+Q13671 | TR-FRET Rin1/Abl binding, biochemical | inhibition, % at 7.35 µM | hit rate 0.4% among 360,000 | AID 588664; in the data active = inhibition above about 5%, passing the limit was not always enough
Target sequence (P00519 whole entry, looked up): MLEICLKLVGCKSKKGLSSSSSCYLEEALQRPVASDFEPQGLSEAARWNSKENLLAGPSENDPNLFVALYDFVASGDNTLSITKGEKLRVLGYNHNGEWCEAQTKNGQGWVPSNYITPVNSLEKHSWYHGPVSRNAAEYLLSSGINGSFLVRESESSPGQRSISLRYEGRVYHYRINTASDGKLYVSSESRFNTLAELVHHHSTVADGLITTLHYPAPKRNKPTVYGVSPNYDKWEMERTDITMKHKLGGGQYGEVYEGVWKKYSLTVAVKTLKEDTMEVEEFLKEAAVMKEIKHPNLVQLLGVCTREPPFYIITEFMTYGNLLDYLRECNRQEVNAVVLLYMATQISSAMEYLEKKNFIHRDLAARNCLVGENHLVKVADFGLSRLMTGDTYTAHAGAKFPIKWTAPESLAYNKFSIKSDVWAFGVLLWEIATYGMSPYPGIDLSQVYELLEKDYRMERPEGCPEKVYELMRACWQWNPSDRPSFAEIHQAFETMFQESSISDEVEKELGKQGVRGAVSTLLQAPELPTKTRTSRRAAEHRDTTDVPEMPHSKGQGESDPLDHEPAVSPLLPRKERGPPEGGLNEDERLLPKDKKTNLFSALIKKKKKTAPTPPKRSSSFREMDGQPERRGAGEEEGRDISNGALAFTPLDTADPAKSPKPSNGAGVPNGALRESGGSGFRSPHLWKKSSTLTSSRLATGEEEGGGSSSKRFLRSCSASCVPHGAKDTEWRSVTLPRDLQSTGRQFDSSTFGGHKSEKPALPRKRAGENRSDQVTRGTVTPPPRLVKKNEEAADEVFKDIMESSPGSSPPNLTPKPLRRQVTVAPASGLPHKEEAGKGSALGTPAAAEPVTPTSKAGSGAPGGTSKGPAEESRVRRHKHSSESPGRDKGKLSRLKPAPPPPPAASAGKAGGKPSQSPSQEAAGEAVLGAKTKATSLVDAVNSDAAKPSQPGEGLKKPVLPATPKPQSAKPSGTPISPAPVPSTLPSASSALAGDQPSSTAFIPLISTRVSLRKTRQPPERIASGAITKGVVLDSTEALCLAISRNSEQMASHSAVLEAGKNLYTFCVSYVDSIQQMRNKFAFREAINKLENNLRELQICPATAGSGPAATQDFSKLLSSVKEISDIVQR
Target sequence (Q13671 whole entry, looked up): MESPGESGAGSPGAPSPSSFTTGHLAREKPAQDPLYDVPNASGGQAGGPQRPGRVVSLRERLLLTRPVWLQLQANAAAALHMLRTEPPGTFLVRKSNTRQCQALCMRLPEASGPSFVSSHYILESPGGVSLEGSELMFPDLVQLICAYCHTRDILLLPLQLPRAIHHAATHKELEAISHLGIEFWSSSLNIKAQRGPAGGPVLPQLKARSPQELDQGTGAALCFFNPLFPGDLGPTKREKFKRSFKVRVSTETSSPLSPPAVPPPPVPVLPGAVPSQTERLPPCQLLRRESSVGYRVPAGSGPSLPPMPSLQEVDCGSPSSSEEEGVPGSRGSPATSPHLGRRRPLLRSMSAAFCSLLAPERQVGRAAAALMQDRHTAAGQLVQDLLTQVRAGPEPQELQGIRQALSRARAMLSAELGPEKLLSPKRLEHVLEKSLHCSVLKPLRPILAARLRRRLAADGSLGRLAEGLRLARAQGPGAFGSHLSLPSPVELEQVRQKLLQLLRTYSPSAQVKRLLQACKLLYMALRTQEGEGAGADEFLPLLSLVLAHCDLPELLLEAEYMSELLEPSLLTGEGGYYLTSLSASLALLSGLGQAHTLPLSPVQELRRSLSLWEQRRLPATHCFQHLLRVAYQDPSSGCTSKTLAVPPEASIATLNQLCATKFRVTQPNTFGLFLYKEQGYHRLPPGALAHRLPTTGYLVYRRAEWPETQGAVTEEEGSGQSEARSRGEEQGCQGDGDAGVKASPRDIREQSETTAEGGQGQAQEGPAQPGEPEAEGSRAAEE
Neddylation inh – inhibitors of human cullin neddylation; P61081+Q13564; TR-FRET cullin neddylation, biochemical; calls only at 25 µM; hit rate 0.58% among 360,000; AID 651699; in the data active = inhibition above about 36%
PABP1 MLLE inh – blocks PAM2 peptide binding to the PABP1 MLLE domain. AID 588489. GST-MLLE / FITC-PAM2 fluorescence polarization. inhibition, % at 20 µM. P11940. hit rate 0.36% among 360,000; in the data active = inhibition above about 35%, passing the limit was not always enough;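 also: plate controls were DMSO wells with GST-MLLE for no effect and wells lacking GST-MLLE protein for full effect; some results filed as inactive read as strong as hits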
MsrA inh – inhibits bovine methionine sulfoxide reductase A; purified bovine MsrA, absorbance read-out; inhibition, % at 15.5 µM; hit rate 0.75% among 360,000; AID 651718; in the data active = inhibition above about 4.5%;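 also: 0% = vehicle wells with enzyme and 100% = reference inhibitor wells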
TbMetRS inhib – blocks T. brucei methionyl-tRNA synthetase activity | hit rate 0.4% among 360,000 | AID 624268 | inhibition, % at 11.9 µM | purified T. brucei MetRS, ATP depletion, Kinase-Glo luminescence;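 active = inhibition above a per-plate cutoff of the control wells' mean inhibition plus 3 SD, cut at about 5.5% in these data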;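 also: 0% = DMSO wells median and 100% = median of wells with control inhibitor compound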
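Material: parasite MetRS enzyme / Replication: singlicate, one well per compound / Signal: luminescence of leftover ATP / Schedule: 2 h aminoacylation at 25 °C after 15 min preincubation / Medium: HEPES-MgCl2-KCl buffer plus DTT, spermine, BSA, pyrophosphatase / Doses: 11.9 µM single point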
Active calls of the source: *; i = inactive; . = no result given; & = joins results of further samples.

SMILES	FAS TE block	eLon inh	bovine MsrA act	CSN deneddyl inh	Rin1-Abl PPI inh	Neddylation inh	PABP1 MLLE inh	MsrA inh	TbMetRS inhib
C[C@H]1CCC[C@@]2(O[C@@H](CCO)C[C@@H](O)[C@@H]2O)O1	-12	6	-3	-3	0	i	11	0.2	-0.3
O=C(O)C1CCC(=O)N1C1CCCC1 (stereo not drawn)	-8	1	-13	4	1	i	10	1.4	-1.6
CC(C)CN(C(=O)c1cccc(S(=O)(=O)N2CCN(Cc3ccccc3)CC2)c1)C1CCS(=O)(=O)C1 (stereo not drawn)	-2	-6	-8	4	3	i	-9	-0.4	-0.4
COCc1ccc(-c2c(-c3ccsc3)oc(=O)c3cc(OC)c(OC)cc23)cc1	29	12	-6	4	3	i	-5	-0.7	-0.3
CC(C)C(C)NC(=O)CSc1nc2scc(-c3ccco3)c2c(=O)n1-c1ccccc1 (stereo not drawn)	-1	-3	-11	10	0	i	-2	0.5	-1.2
COc1ccccc1N1CCN(C(=O)c2nn(-c3ccccc3OC)c(=O)c3ccccc23)CC1	-1	-10	0	2	3	i	1	0.4	-0.7
CCOc1ccc(C(=O)c2ccccc2C(=O)O)cc1OCC	-11	-1	-5	57*	1	i	5	0.7	-0.7
S=C(NCc1ccco1)N1CCN(C/C=C/c2ccccc2)CC1	2	-7	-3	-10	0	i	-120	0.0	-0.4
Oc1ccc(NC(=S)Nc2ccccc2)cc1	-1&-6	6&5	-11&-1	-3&-2	1&3	i	-1&17	0.5&-0.1	-0.9&0.6
N#Cc1ccc(OCC(=O)OCC(=O)c2ccc[nH]2)cc1	-8	-1	-3	1	-1	i	5	1.5	-0.3
S=c1nc(-c2ccccc2Cl)n(Cc2cccnc2)c2c1CCCC2	-5	2	-8	-5	-3	i	26	5.9*	0.3
COC(=O)c1c(CCl)noc1C(=O)NCC1CCCO1 (stereo not drawn)	-12	2	-3	3	3	i	21	-0.1	-0.3
Cc1ccccc1N(Cc1cc(=O)[nH]c2ccccc12)C(=O)C(C)C	-2	4	-2	-4	-1	i	4	1.1	-0.7
CC1(C)CC2(CCO1)OC(=O)CC2C(=O)Nc1c(Cl)cccc1Cl (stereo not drawn)	-5	5	-2	5	2	i	9	-1.5	-0.6
Cc1ccc(S(=O)(=O)N2C[C@H]3n4c(=O)ccc(=O)n4C[C@H](OC(=O)NCc4ccccc4F)[C@@]3(O)C2)cc1	-3	-1	-3	9	-2	i	11	0.5	-0.5

Rewritten with bars between the fields: part of the list above.
compound | FAS TE block | eLon inh | bovine MsrA act | CSN deneddyl inh | Rin1-Abl PPI inh | Neddylation inh | PABP1 MLLE inh | MsrA inh | TbMetRS inhib
Oc1ccc(NC(=S)Nc2ccccc2)cc1 | -1&-6 | 6&5 | -11&-1 | -3&-2 | 1&3 | i | -1&17 | 0.5&-0.1 | -0.9&0.6
O=C(O)C1CCC(=O)N1C1CCCC1 (stereo not drawn) | -8 | 1 | -13 | 4 | 1 | i | 10 | 1.4 | -1.6
N#Cc1ccc(OCC(=O)OCC(=O)c2ccc[nH]2)cc1 | -8 | -1 | -3 | 1 | -1 | i | 5 | 1.5 | -0.3
COc1ccccc1N1CCN(C(=O)c2nn(-c3ccccc3OC)c(=O)c3ccccc23)CC1 | -1 | -10 | 0 | 2 | 3 | i | 1 | 0.4 | -0.7

(list continues)
SMILES	FAS TE block	eLon inh	bovine MsrA act	CSN deneddyl inh	Rin1-Abl PPI inh	Neddylation inh	PABP1 MLLE inh	MsrA inh	TbMetRS inhib
COc1cccc(-c2cc(C(=O)Nc3ccccc3)c3ccccc3n2)c1	32	6	-12	2	-1	i	0	-0.7	-1.2
Cc1[nH]nc2c1-c1nc3ccccc3nc1C(C)(C)C2	-3	-8	-4	6	0	i	5	2.5	-1.3
Cc1ccc(N2CC(O)=C(c3ccccc3)C2=N)cc1	-4	-4	3	-2	1	i	2	-1.0	-0.6
C=CCNC(=O)CCCCCNS(=O)(=O)c1ccc(OC)cc1	-7	-6	-1	11	0	i	-13	0.4	-0.8
CC(Sc1nc2ccccc2n1C)C(=O)Nc1ccc(N2CCOCC2)cc1 (stereo not drawn)	-2	2	2	-1	-3	i	-21	-0.5	0.0
NC(=S)Nc1ccc(F)cc1F	-4	8	-2	-2	-1	i	-17	-0.8	-0.4
COc1ccc(N2C(=O)CC(Sc3nc4c(cc3C#N)CCC4)C2=O)cc1 (stereo not drawn)	-4	5	-2	-2	0	i	23	-0.6	0.6
NC(=O)C(c1ccccc1)C1CCCC1 (stereo not drawn)	-6	1	-12	1	1	i	-23	0.7	-1.9
COc1ccccc1CNC(=O)c1ccccc1OCc1ccc(F)cc1	32	-6	1	-3	3	i	-1	1.2	-0.3
CCC[C@H]1COCCS(=O)(=O)N1Cc1ccccc1F	-11	7	-11	-3	5	i	1	-0.3	-0.6
CCOC(=O)C1=C(CC)Nc2ccccc2N/C1=N\S(=O)(=O)c1cccc(C(C)=O)c1	-2	-4	-2	1	1	i	-4	0.3	0.7
COc1cc(CNC2CCCC2)cc(OC)c1	-8	6	-4	8	2	i	6	0.0	-0.7
C=CCOC(=O)N1CCC2CC1c1cc(-c3ccc(OC)cc3)ccc12 (stereo not drawn)	21	-3	-4	-2	-2	i	-2	-0.4	-0.2
COc1cc(OC)c(C(=O)/C=C/c2ccc(OCc3ccccc3)c(OC)c2)c(OC)c1	12	0	-5	3	-2	i	9	2.7	-1.4
CCOc1cccc(CN2CCC(n3nccc3NC(=O)C3CC3)CC2)c1O	-6	-1	-4	-2	-2	i	-14	0.5	-0.4
Cc1cccc(OCc2ccccc2)n1	1	-11	0	2	-2	i	-5	-0.6	0.1
COc1ccc(NCc2nnc(-c3ccccc3)o2)cc1	0	9	-3	0	-3	i	-15	-0.3	-0.1
COCCn1c(C23CC4CC(CC(C4)C2)C3)n[nH]c1=S	1	-6	-2	-1	0	i	-15	-0.1	-0.2
O=C(COC(=O)Cc1ccc(F)cc1)Nc1cc(S(=O)(=O)N2CCOCC2)ccc1N1CCCC1	-7	-6	-2	-6	0	i	-3	-0.3	0.1
Cc1ccc(CNc2ncc(-c3ccccc3)n2C)o1	-1	6	-3	1	2	i	4	-1.1	-0.3
O=C(CSCC(=O)NC1CC1)Nc1ccc2ccccc2c1	-4	2	-2	-2	3	i	15	0.7	-0.2
O=[N+]([O-])c1cccc(/C=N/Nc2nc(N3CCCCC3)nc(N3CCCCC3)n2)c1	32	3	0	8	-3	i	-13	-0.6	-0.1
CC(C)(C)C(=O)Nc1ccc(F)cc1[N+](=O)[O-]	-6	5	-3	-1	3	i	1	6.3*	0.4
CCOC(=O)N1CCC(N2C(=O)c3cc(C(=O)NC4CCCCC4)ccc3C2O)CC1 (stereo not drawn)	-2	2	-2	-9	-1	i	2	-0.4	-0.2
Cc1ccc(-n2cc(CNCCn3nc(C)cc3C)c(-c3ccc(F)cc3)n2)cc1	17	-6	-1	5	3	i	-5	-0.1	-0.5
C/C(=N\NC(=O)CNC(=O)c1ccc(F)cc1)c1ccco1	-2	-10	-5	2	2	i	12	-1.3	-0.2
COc1cccc(NC(=O)CN2C(=O)NC3(CCCc4ccccc43)C2=O)c1 (stereo not drawn)	0	0	-1	-4	2	i	-22	-0.2	-0.5
CC(C)CCn1c(=O)c2sccc2n2c(CCCC(=O)N3CCC(N4CCCCC4)CC3)nnc12	2	-5	-7	1	4	i	5	2.4	-0.3
Cn1nnnc1SCC(=O)N1c2ccccc2CCc2ccccc21	-6	-2	-1	-3	-3	i	3	-0.2	0.7
CC(=O)Nc1nc(S(=O)(=O)c2ccc(C)cc2)c(Cl)s1	11	-11	-3	-4	2	i	9	0.1	0.0
O=C(Nc1cccc(F)c1)NC1CCCCCCC1	16	10	-3	1	1	i	-7	1.1	-0.2
CCOC(=O)C[n+]1c(C)sc2ccc(OC)cc21	-10	-11	2	2	-2	i	30	.	0.2
C=C(C)Cn1c2ccc(NC(=O)CCc3cccc(Cl)c3)cc2c(=O)n1C	-3	0	-2	-3	0	.	-4	-0.2	1.1
O=C(CSCc1n[nH]c(=O)[nH]1)NCCOc1cccc(Oc2ccccc2)c1	-4	-4	-2	2	2	i	-4	0.5	-0.3
CC(=O)NNC(=O)CC(=O)Nc1nc(C23CC4CC(CC(C4)C2)C3)cs1	2	-8	-4	0	0	i	-10	-0.7	-0.1
Cc1ccc(Cn2c(N3CCN(C)CC3)nc3c2c(=O)[nH]c(=O)n3C)cc1	-5	-15	-2	-5	1	i	16	0.1	-1.5
Cc1ccccc1-c1nc(CN2CCC(C(=O)NC3CC3)CC2)c(C)o1	-3	-11	-2	0	0	i	3	-1.4	-0.4
CCN(CC)S(=O)(=O)c1ccc(Cl)c(NC(=O)COC(=O)C2CCCCC2)c1	14	-3	1	3	2	i	13	1.6	-0.3
COc1ccc(N2CCN(CCCNC(=O)Cn3c(=O)c4cccn4c4ccccc43)CC2)cc1	-4	-1	3	3	1	i	5	0.5	-0.3
CCN1CC(CN(C)Cc2nc(-c3ccc(C(F)(F)F)cc3)oc2C)CC1=O (stereo not drawn)	-6	-7	-9	3	1	i	3	0.5	-1.2
Cc1cc(C)n(CC(C)NC(=O)c2cc(COc3c(F)cccc3F)on2)n1 (stereo not drawn)	-2	-6	0	-4	-4	i	6	-0.4	-0.3
c1ccc2c(C3CCO3)cccc2c1 (stereo not drawn)	-5	-2	1	0	-1	i	9	.	-0.2
O=C(Nc1cccc(S(=O)(=O)N2CCOCC2)c1)C1CCCC1	-5	-4	-9	1	4	i	-17	0.6	-0.1
C[C@@H]1CCCCO[C@H](CN(C)C(=O)Nc2cccc3ccccc23)[C@@H](C)CN([C@H](C)CO)C(=O)c2cc(NC(=O)c3ccccc3)ccc2O1	78*	-11	-2	-4	2	i	-23	-0.1	-0.9
COc1ccc(N=C2C(=O)N3c4c(cccc42)C(C)=CC3(C)C)cc1	-6	-5	-7	-10	-8	i	15	0.1	-0.2
CCOc1ccc(CCN2C(=O)C(=O)N([C@@H](Cc3ccccc3)CN3CCC[C@H]3CN3C(=O)C(=O)NC[C@@H]3Cc3ccccc3)C[C@@H]2CC(C)C)cc1	10	-10	-13	3	.	i	.	-1.4	-0.9
Cc1ccc2sc(N(CCCN(C)C)C(=O)c3ccc(S(=O)(=O)N4CCCCCC4)cc3)nc2c1C	16	-7	-3	4	1	i	18	-0.7	-0.6
Cc1cccc(NS(=O)(=O)c2coc(C(N)=O)c2)c1C	2	10	-1	-2	-2	i	14	-0.3	-2.2
O=C(Nc1nc2ccc(S(=O)(=O)N3CCCC3)cc2s1)C1CCCCC1	13	-2	2	-1	0	i	15	0.5	1.2
COCCN1C(=O)N[C@@H](c2cccs2)C(C(=O)OC)=C1C	-3	-7	-4	-3	2	i	-7	0.4	-0.3
OCCC1CN(CCCc2ccccc2)CCN1Cc1ccccc1 (stereo not drawn)	-5	-2	-3	0	1	i	14	-0.4	-0.3
O=C(COC(=O)C1(c2ccccc2F)CCCC1)NCc1ccc2c(c1)OCO2	32	-5	-7	-6	-2	i	10	0.4	-1.3
CC(C)(C)C(=O)NC(=S)Nc1ccccc1C(=O)Nc1ccccc1	-2	-19	0	-1	-1	i	26	-0.2	-0.6
CC(=O)NC(C)(c1ccccc1)c1nc(-c2ccncc2)cs1 (stereo not drawn)	-12	-8	-6	2	-3	i	0	0.2	-0.3
COc1ccc(NC(=O)c2cc(S(=O)(=O)N3CCCCC3)ccc2C)cc1S(=O)(=O)N1CCOCC1	3	-4	-3	0	-1	i	11	-0.1	-0.1
Cc1cc2ncn(-c3ncnc4sc5c(c34)CCC(C)C5)c2cc1C (stereo not drawn)	28	-7	-3	1	-5	i	-3	0.6	-0.1
